# Screening data from PubChem.
# NSD2 inh: NSD2 histone methyltransferase inhibitors, primary screen, biochemical, AlphaScreen, single concentration, set 2. inhibition, % at 12.5 µM. NSD2 peptide methylation, 120 min. hit rate 0.54% among 310,000; in the data active = inhibition above about 50%
# LANA DNA inh: inhibitors of KSHV C-LANA binding to DNA, primary screen, biochemical, fluorescence polarization, FAM-LBS DNA, MBP-C-LANA, single point; hit rate 0.078% among 340,000; inhibition, % at 9 µM; AID 504423, 2011; Kaposi's sarcoma herpesvirus LANA C-terminal domain (residues 932-1162) DNA binding;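 active = highest replicate inhibition at or above 60% at 9 µM, even if other replicates fall short; inactive = all replicates below 60% inhibition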;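 note: 0% = neutral control wells and 100% = 4 µM acridine orange control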
# dFosB act: activators of delta FosB homodimer, primary screen, biochemical, fluorescence polarization, TAMRA-CDK5 oligo, single point. hit rate 0.99% among 340,000. purified delta FosB; percent of positive-control signal above neutral wells. Protein FosB (Mus musculus), P13346. activation, % at 25 µM;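 active = mean activation above about 17%, with every replicate also reaching it, limit read from the data, passing the limit was not always enough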;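 note: fluorescence polarization rise as delta FosB binds a TAMRA Cdk5 AP-1 oligo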
# Target sequence (P13346 whole entry, looked up): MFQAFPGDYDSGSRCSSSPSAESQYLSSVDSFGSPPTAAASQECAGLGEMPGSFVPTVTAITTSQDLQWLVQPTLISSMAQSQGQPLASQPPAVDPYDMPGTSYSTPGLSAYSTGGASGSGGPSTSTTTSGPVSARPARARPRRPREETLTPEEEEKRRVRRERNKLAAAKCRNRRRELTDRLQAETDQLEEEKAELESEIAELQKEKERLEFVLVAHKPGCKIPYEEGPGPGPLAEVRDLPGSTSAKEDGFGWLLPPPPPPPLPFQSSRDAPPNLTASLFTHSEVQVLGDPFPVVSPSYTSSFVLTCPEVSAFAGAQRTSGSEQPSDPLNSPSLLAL
# Mot1-301 SUMO: yeast Mot1-301 growth rescue at high temperature, primary screen, SUMOylation pathway inhibitor project, S. cerevisiae, ATP luminescence, 38.5C; growth rescue, % at 18.8 µM; hit rate 1% among 320,000; S. cerevisiae Mot1-301 growth rescue; percent above DMSO median, 100 means doubled;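 active = every valid replicate shows activation above 250% relative to neutral control wells; inactive = the rest, any valid replicate at or below 250%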;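 note: OY570 slx delta 5 strain wells were the positive control but not used for scaling; some compounds called inactive have numbers as strong as hits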
# CDK5 p35 inh: inhibitors of human CDK5/p35 kinase, primary screen, biochemical, single concentration | inhibition, % at 10 µM | hit rate 0.01% among 330,000 | Recombinant CDK5/p35, ADP-Glo luminescence, 60 min;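 active = highest replicate inhibition of at least 50% and at least 75% of replicates reaching 50%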;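 note: plate controls were DMSO neutral control for no effect and GW8510 at 10 µM for full effect; many of its hits are not listed in these tables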
# PvdQ inh: P. aeruginosa PvdQ acylase inhibitors, primary screen, biochemical, fluorescence, plate reader and imaging, single point; purified PvdQ acylase; inhibition, % at 10 µM; hit rate 0.063% among 340,000; in the data active = inhibition above about 30%, passing the limit was not always enough;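 note: 0% = vehicle neutral wells and 100% = reference inhibitor wells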
# RTF Ca sens act: cardiac RTF calcium sensitivity activators, primary screen, biochemical, IANBD-TnC fluorescence, EC20 calcium; Troponin I, cardiac muscle (Homo sapiens) + Troponin T, cardiac muscle (Homo sapiens) + …; IANBD-labeled TnC RTF fluorescence at EC20 calcium; 0% EC20 calcium, 100% full calcium; activation, % at 7.2 µM; hit rate 0.24% among 340,000; AID 493008, 2010;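 active = activation above the mean over all tested compounds plus 3 SD, cut at about 30% in these data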;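 note: rise in fluorescence read as greater calcium sensitivity of cardiac thin filaments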
# PfHsp90 set2: growth inhibition of PfHsp90-expressing yeast, primary screen, antimalarial PfHsp90 inhibitor project, S. cerevisiae, BacTiter-Glo luminescence, single point, set 2 | AID 504621, 2011 | BacTiter-Glo ATP, 48 h; yeast lacking PDR1 and PDR3 efflux regulators | hit rate 0.32% among 310,000 | inhibition, % at 9.4 µM;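 active = every replicate shows inhibition above about 80%, whatever the replicate mean, limit read from the data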;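 note: 0% = DMSO neutral controls and 100% = 20 µM radicicol positive controls; yeast relying on Plasmodium falciparum Hsp90 in place of its own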
# Keap1-Nrf2 PPI: Keap1-Nrf2 protein-protein interaction inhibitors, primary screen, biochemical, fluorescence polarization, single point; Keap1 Kelch-Nrf2 peptide fluorescence polarization, 1536-well; hit rate 0.15% among 340,000; inhibition, % at 9.4 µM; in the data active = inhibition above about 12%;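 note: human Keap1 Kelch domain with fluorescein labeled Nrf2 9mer peptide probe; 0% = neutral control wells and 100% = peptide positive control; higher means more block of Keap1 binding to Nrf2 peptide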
# Target sequence (Q14145 whole entry, looked up, the tested form may be a part): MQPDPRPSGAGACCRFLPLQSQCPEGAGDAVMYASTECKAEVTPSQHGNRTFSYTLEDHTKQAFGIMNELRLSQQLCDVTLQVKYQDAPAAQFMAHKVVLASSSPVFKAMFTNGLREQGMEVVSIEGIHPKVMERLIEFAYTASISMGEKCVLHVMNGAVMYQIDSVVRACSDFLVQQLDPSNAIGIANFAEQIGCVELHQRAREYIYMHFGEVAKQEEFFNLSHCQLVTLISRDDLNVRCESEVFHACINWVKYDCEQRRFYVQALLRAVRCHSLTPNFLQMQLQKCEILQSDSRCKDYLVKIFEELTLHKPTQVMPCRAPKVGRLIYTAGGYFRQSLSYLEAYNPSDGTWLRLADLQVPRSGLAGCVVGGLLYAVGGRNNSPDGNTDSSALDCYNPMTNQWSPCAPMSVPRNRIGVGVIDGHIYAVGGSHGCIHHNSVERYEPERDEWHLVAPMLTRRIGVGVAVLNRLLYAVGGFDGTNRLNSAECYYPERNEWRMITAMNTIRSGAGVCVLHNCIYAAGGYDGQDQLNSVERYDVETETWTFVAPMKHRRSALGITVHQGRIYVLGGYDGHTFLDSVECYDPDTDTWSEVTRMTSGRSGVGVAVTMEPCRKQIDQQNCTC
# RTF Ca sens inh: cardiac RTF calcium sensitivity inhibitors, primary screen, biochemical, IANBD-TnC fluorescence, EC70 calcium; Troponin I, cardiac muscle (Homo sapiens) + Troponin T, cardiac muscle (Homo sapiens) + …; IANBD-labeled cardiac RTF, Ca2+ fluorescence; inhibition, % at 7.15 µM; hit rate 0.12% among 340,000; AID 493244, 2011;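 active = inhibition above the mean inhibition of all tested compounds plus 3 SD, cut at about 17% in these data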;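 note: assay run at fixed EC70 calcium of 1.6 mM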
# Rtt109 Vps75: inhibitors of C. albicans Rtt109/Vps75 HAT, primary screen, biochemical, ThioGlo CoA-SH fluorescence, plate reader; purified Rtt109/Vps75, 4 h; inhibition, % at 34.9 µM; hit rate 0.16% among 330,000; AID 540336, 2011;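 active = inhibition of at least 50% in every replicate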
# An asterisk follows results filed as active; . = no result given; & = joins results of further samples.
# Below each compound – CDK5 p35 inh, Rtt109 Vps75, LANA DNA inh, Mot1-301 SUMO, NSD2 inh, RTF Ca sens inh, RTF Ca sens act, PvdQ inh, PfHsp90 set2, dFosB act, Keap1-Nrf2 PPI
1: CN(C)c1cccc2c(S(=O)(=O)N3CCOCC3)cccc12
  0.3, 8, -0.1, 6, -19, 0, -3, -9, -1, -1, 2
2: N#CCC(=O)Nc1ccc(C(=O)OCC(=O)Nc2ccccc2-c2ccccc2)cc1
  -0.4, -15, -0.9, 511, -2, ., ., -6, 12, -3, 0
3: Cc1ccc(C(=O)C2=C(O)C(=O)N(Cc3ccco3)C2c2cccc(Br)c2)o1 (centres undefined)
  -2.6, 27, -0.4, -1, 4, -6, 1, -16, 1, 0, -5
4: CCn1cc(CCCC(=O)NCc2cccnc2)c2ccccc21
  -0.9, 9, 0.3, -11, -4, -12, -4, -9, -3, 2, -1
5: Cn1c(=O)cc(SCC(=O)NCCCN2CCOCC2)c2ccc(Cl)cc21
  -1.3, -4, 0.6, ., -1, 10, -2, 6, 0, -2, 0
6: COc1ccc(N(CC(=O)N2CCN(Cc3ccccc3)CC2)S(C)(=O)=O)cc1OC
  3.0, 4, 0.1, 18, 2, -5, -2, 2, -7, 8, 2
7: CC(C)N(C(=O)CSc1nnc(Cc2csc(Nc3ccccc3)n2)o1)C(C)C
  -4.4, 25, -1.4, -1, -1, -6, 5, 2, -2, -8, -2
8: COc1ccc2cc(-c3cccnc3)ncc2c1
  4.9, -3, 1.3, -5, ., -11, -6, 12, 6, -2, -3
9: Cc1cccc(-c2nc(CS(=O)CC(=O)NCc3cccs3)c(C)o2)c1 (centres undefined)
  0.1, 8, 0.2, -3, ., 1, 0, 5, 10, -7, -2
10: COc1ccccc1C(=O)NC(=O)COC(=O)CNC(=O)c1ccc(Cl)cc1Cl
  1.4, -15, 0.9, -8, -1, 2, 1, -10, ., -6, 2
11: CCc1noc(C)c1C(=O)N1CCN(S(=O)(=O)c2cccc(C(F)(F)F)c2)CC1
  0.1, 0, 0.0, -4, 0, -3, 2, -11, 21, -7, -1
12: COc1ccc2ccc(O)c(CN3CCN(S(=O)(=O)c4cc([N+](=O)[O-])ccc4C)CC3)c2c1
  0.5, -2, -0.6, 15, -14, -5, 0, -8, 0, -9, 0
13: CC1=CC2=NC(=O)/C(=C\c3ccc(-c4cccc(Cl)c4)o3)C(=N)N2O1
  1.6, -2, 1.4, 4, -2, -36, 26, -12, -12, -8, -3
14: CN(C)c1cccc2c(S(=O)(=O)NCc3ccc(S(N)(=O)=O)cc3)cccc12
  0.5, -5, 0.1, -5, -2, -10, 8, 5, -7, -4, -4
15: CCN(CC(=O)NC1CCS(=O)(=O)C1)S(=O)(=O)c1c(C)c(C)cc(C)c1C (centres undefined)
  -4.1, 1, -0.2, -1, 14, 4, 2, -8, 36, -2, -4
16: CCn1c(CNC(=O)c2ccccc2Br)nnc1SCC(=O)NC1=NCCS1
  1.9, 5, -1.7, 9, 22, 4, -5, -13, 14, -3, -8
17: CN(c1ccc(O)cc1)S(=O)(=O)c1ccc2ccccc2c1
  1.1, 14, -0.8, -2, 4, 2, 2, 3, -9, -6, 2
18: CCN(CC)C(=O)CN(c1cc2c(cc1OC)oc1ccccc12)S(=O)(=O)c1ccc(C)cc1
  -1.3, 2, 0.9, 3, -1, -13, -1, -8, -5, -3, -4
19: COc1ccc(C(=O)Nc2nncs2)cc1S(=O)(=O)N1CCOCC1
  -0.6, -11, -0.4, 108, -2, -11, -3, -13, 27, -7, -4
20: Cc1cc(NC(=O)c2ccc(Cl)cc2Cl)no1
  1.1, 9, 1.9, -11, -3, -1, -3, 19, 10, -2, -4
21: COC(=O)CSc1nsc(SCC(=O)OC)n1
  -0.1, 11, -1.5, 0, -2, -2, -4, 4, -1, 2, 0
22: CC(=O)OCn1nnc2ccccc2c1=O
  -0.1, -5, -1.9, -18, 0, 0, 1, -11, -8, 2, -4
23: Nc1cc(=O)[nH]c(SCC(=O)Nc2cccnc2Cl)n1
  -8.2, -17, -1.2, 214, -3, 0, 8, -14, -15, 1, -1
24: Cc1sc(NC(=O)c2c(F)cccc2F)nc1-c1ccccc1
  1.1, 4, -0.1, -8, 1, 4, 0, 6, -12, -5, 4
25: COc1cc(/C=N\NC(C)=O)ccc1OC/C=C/c1ccccc1
  0.2, -4, 1.3, 9, -4, -2, -5, -9, 3, -10, -5
26: CCN(CC)C1Oc2cc3c(cc2C(c2cccc(OC)c2O)C1C)OCO3 (centres undefined)
  0.7, 4, 0.1, ., 12, -5, -3, -2, 1, -10, -2
27: CCOc1ccc(C=NC23CN4CN(CN(C4)C2)C3)cc1
  -1.4, 4, 1.5, 53, 0, 6, 10, 7, ., 1, -3
28: COc1ccc(S(=O)(=O)N2CCN=C2SCc2cccc(C)c2)cc1
  0.2, -2, 2.0, 13, ., -1, -3, -15, 0, -12, 4
29: CC(=O)Nc1ccc(C(=O)OCC(=O)Nc2c(F)cccc2F)cc1
  -0.7, -7, 1.3, 7, 2, -6, 5, -16, -3, -3, 0
30: Cc1cccc(C)c1NC(=O)CN(C)C(=O)c1ccc(NS(=O)(=O)c2ccc3[nH]c(=O)[nH]c3c2)cc1
  -0.5, -1, 0.1, 5, 0, -12, 2, -2, 8, -3, -1
31: O=S(N1CCCCC1)C12CC3CC(CC(C3)C1)C2 (centres undefined)
  -1.4, -6, 2.8, -21, -3, -14, 4, -4, -30, -6, -3
32: CC1(C)Cc2c(cnn2-c2ccccc2)C(NC(=O)CCCn2cncn2)C1 (centres undefined)
  0.3, 13, -1.3, 6, -1, 0, 2, 2, -2, -4, -5
33: Oc1ccc(NCc2ccccc2OCc2ccccc2F)cc1
  0.6, -3, 0.6, -29, 11, -10, -3, -2, 3, -23, -4
34: O=C(NCCc1nc2ccc(Cl)cc2[nH]1)C1CCC(=O)N(Cc2cccc(F)c2)C1 (centres undefined)
  1.0, -10, 0.0, -2, 1, -5, -6, -2, 5, -5, 3
35: CN(C)CC(=O)N1CCc2ccccc2C1
  0.1, -5, 0.6, ., -2, -7, 4, -6, -13, 1, 2
36: COC(=O)C1=C(N)OC2=C(C(=O)CC(C)(C)C2)C1c1ccccc1OCC#N (centres undefined)
  -1.6, -2, -1.4, -6, -1, -2, 9, -14, 2, -3, 1
37: O=C1C2CCCN2C(=O)N1CCCCN1CCN(c2ccc(F)cc2)CC1 (centres undefined)
  0.6, 12, 1.0, -13, 1, 3, 0, -4, 7, 2, -4
38: O=C(CCCCCN1C(=O)CCC1=O)Nc1ccc(Br)cc1F
  -0.7, 5, 3.6, 168, 17, -9, -1, -13, -21, 2, 0
39: CCOC(=O)c1c(NC(=O)C(=O)N/N=C/c2ccc(O)c(OC)c2)sc2c1CCCCC2
  0.8, 3, -0.3, -20, -1, -22, -2, -9, -24, -13, 2
40: CCN1CCN(C(c2ccccc2)c2sc3nc(C)nn3c2O)CC1 (centres undefined)
  0.8, -1, -1.0, 1, ., -1, 1, 3, -23, -4, -2
41: COc1cc2c(N3CCOCC3)cc(O)c(CC(=O)Nc3ccccc3)c2cc1OC
  1.4, -4, 0.2, 87, 1, 3, -1, -13, 5, -4, -2
42: COc1cccc(C(=O)/C(C#N)=N/Nc2cccc(-c3ccnc(C)n3)c2)c1
  -0.1, 2, -1.7, 17, 9, 4, -3, 17, -1, -9, -1
43: O=C(O)c1c(Cl)c(Cl)c(Cl)c(Cl)c1C(=O)N1CCOCC1
  -2.5, -13, 0.0, 4, 0, -12, 1, -7, -25, -1, 3
44: CCC(=O)NC(c1ccc([N+](=O)[O-])cc1)c1c(O)ccc2ccccc12 (centres undefined)
  0.0, -5, -1.2, -3, 3, 0, 4, -3, ., 4, 4
45: COC(=O)Nc1ccc2c(c1)N(C(=O)CCN1CCOCC1)c1ccccc1S2
  -1.3, 7, -0.6, 134, ., -9, 6, 12, -20, -2, -3
46: Cc1ccc(S(C)(=O)=O)cc1C(=O)N1CC(C(N)=O)Oc2ccccc21 (centres undefined)
  -7.3, 0, -0.7, 7, 1, -3, 4, -7, -20, 8, -2
47: COC(=O)CNc1ccc2c(c1)OCO2
  0.5, -1, 2.4, ., -3, 6, 0, -7, 1, 0, 3
48: C[n+]1c2n(c3ccccc31)N=C(c1ccccc1)CS2
  -2.3&-0.2, -13&-54, -0.5&-0.8, -4&3, 2&5, 3&1, 2&7, 8&-14, 5, -2&-3, -13&-7
49: CNC(=O)c1cc(C(=O)c2ccccc2C(F)(F)F)c[nH]1
  0.1, -4, -0.7, 0, -2, 3, 1, -16, 6, -1, 0
50: CCCN1CCC(NC(=S)Nc2ccc(OC)c(OC)c2)CC1
  -1.2, -10, -2.0, -16, 12, -2, 4, -4, 13, 3, -3
51: Cc1cccc(C)c1NC(=O)CNC(=O)C(C)N1CCN(c2cccc(Cl)c2)CC1 (centres undefined)
  -2.6, -5, 1.0, -6, 1, -8, -2, 2, 2, -8, -1
52: COc1ccc(C)cc1NC(=O)CNC(c1ccccc1)c1ccccc1
  -1.0, -4, -2.8, 7, 15, -5, 2, -16, -29, -12, -3
53: CCOC(=O)[C@@H]1[C@H]2COc3ccccc3[C@@H]2N2C(=O)N(c3cccc(Cl)c3)C(=O)[C@]12C
  -1.3, -2, -5.1, -2, ., -4, -6, 0, ., -7, 0
54: O=C(COC(=O)CCC(=O)c1ccc(Cl)cc1)NCc1ccco1
  -1.5, 2, 0.6, 10, 9, -12, 4, 9, 23, -8, -1
55: CC(C)OC(=O)c1cc2c(=O)[nH]c(C(Cl)(Cl)Cl)nc2o1
  -1.1, 7, -0.8, 108, -1, -6, 6, -11, 16, -9, -6
56: COc1ccc(N2CCN(C(=S)NC(=O)c3cccs3)CC2)c([N+](=O)[O-])c1
  1.2, 3, 1.5, 1, 16, 1, -2, -6, -44, -4, 1
57: O=C(CSc1ncnc2c1cnn2-c1ccccc1)NC1CCS(=O)(=O)C1 (centres undefined)
  0.0, 3, -2.9, 9, 0, -3, 0, -11, -3, -7, -6
58: O=S(=O)(NCc1ccccc1Cl)c1ccc(-n2cccn2)cc1
  0.3, 21, -3.1, 86, -1, -10, -1, 3, -11, -7, 4
59: CC(OC(=O)c1ccccc1NS(=O)(=O)c1cccc(C(F)(F)F)c1)C(=O)N(C)Cc1ccccc1 (centres undefined)
  -8.2, -7, 0.5, -7, -1, -2, -2, -10, 7, -7, -4
